Compound activity from PubChem.
Nrf2 activator – qHTS of Nrf2 Activators; Potency, µM (titrated, usually from 46.1 µM), for inactives: top-dose activation, most hits filed as activators; 410,000 tested, 0.31% active; AREc32 ARE-luciferase reporter (MCF7-derived line), luminescence, 24 h; also: potency is read from the fitted curve at half-maximal effect; % of control where 0% means no effect; nearly all actives have a fitted effect of over 65% in size
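Each well held 1000 AREc32 cells, which were incubated with compound for 24 hr at 37 deg C after overnight attachment, and ARE reporter activity was quantified by firefly luciferase luminescence.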
Nrf2 block – Nrf2 qHTS screen for inhibitors; 360,000 tested, 2.1% active; A549 ARE-Fluc reporter, luciferase luminescence, 18-24 h; AID 504444, 2011; Potency, µM (highest dose often 46 µM), for inactives: at the top dose activity change, negative = inhibition, actives largely listed as inhibitors; also: potency is read from the fitted curve at half-maximal effect; % is scaled to controls: 0 for no effect and ±100 for the full control effect; nearly all actives have a fitted effect of over 60% in size
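Nrf2 function is reported as luminescence of an ARE-controlled luciferase in A549 cells. Compounds were tested at several concentrations, and a CellTiter-Fluor read on the same wells flagged cytotoxicity.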
EPAC2 ag – qHTS for Agonist of cAMP-regulated guanine nucleotide exchange factor 4 (EPAC2): primary screen; Rap guanine nucleotide exchange factor 4 (Homo sapiens), Q8WZA2; EPAC2 activation, biochemical qHTS; response scale: 100% = 6.5 mM cAMP response; Potency, µM (doses to about 154 µM), for inactives: top-dose activation, usual class: activators; 360,000 tested, 0.079% active; also: potency is read from the fitted curve at half-maximal effect; nearly all actives have a fitted effect of over 50% in size
Target sequence (Q8WZA2 whole entry, looked up): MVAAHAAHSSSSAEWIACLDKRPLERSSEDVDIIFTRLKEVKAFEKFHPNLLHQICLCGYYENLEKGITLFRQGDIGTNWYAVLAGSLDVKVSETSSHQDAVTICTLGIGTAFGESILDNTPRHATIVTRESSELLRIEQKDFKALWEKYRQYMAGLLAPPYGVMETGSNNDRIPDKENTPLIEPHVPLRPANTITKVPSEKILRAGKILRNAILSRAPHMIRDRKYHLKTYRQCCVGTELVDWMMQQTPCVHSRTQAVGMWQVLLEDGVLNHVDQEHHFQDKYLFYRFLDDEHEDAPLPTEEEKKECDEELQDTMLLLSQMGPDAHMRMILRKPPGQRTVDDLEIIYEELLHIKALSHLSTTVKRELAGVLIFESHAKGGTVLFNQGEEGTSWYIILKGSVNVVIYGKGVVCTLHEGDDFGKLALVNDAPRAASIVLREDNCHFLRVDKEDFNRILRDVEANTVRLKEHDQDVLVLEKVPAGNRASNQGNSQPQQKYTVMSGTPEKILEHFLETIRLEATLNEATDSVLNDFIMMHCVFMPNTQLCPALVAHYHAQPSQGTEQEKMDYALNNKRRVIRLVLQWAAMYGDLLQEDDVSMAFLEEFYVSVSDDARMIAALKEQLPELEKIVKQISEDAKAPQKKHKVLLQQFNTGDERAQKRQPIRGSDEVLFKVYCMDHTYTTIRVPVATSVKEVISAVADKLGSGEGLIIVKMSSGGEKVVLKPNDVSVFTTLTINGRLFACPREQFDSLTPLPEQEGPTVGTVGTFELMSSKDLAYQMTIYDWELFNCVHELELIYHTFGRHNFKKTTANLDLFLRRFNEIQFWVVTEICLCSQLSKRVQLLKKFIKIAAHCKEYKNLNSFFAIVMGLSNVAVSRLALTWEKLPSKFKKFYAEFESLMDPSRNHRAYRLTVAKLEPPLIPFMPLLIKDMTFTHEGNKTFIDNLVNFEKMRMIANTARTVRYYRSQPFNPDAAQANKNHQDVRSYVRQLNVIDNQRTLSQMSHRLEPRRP
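Compounds were added across a concentration range to EPAC2 (100 nM), RAP1B-BODIPY-GDP (250 nM) and GDP (50 uM). After 5 min at room temperature, fluorescence was recorded at 5-min intervals for 30 min.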
CCT modulator – High-Throughput Screening for Modulators of Cytosolic Chaperonin Activity. AID 651819, 2012. activity change, % (concentration not given with the values), hits read low. 360,000 tested, 0.3% active. purified chaperonin ATPase assay, HTRF ADP detection, 30 min; in the data active = activity change below about -30%; also: % is scaled to controls: 0 for no effect and ±100 for the full control effect
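Nucleotide hydrolysis assay: TRiC at 20–40 nM final (set by batch activity) with 10 uM ATP, 30 min at 37 °C, in presence of 76 uM compound. Detection by competitive ADP HTRF, 30 min ambient.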
MmCpn inh – Inhibitors of TCP-1 ring complex (TRiC) of Methanococcus maripaludis (MmCpn): qHTS | Chaperonin Mm-Cpn (Methanococcus maripaludis) | purified Mm-Cpn ATPase, ADP Transcreener TR-FRET | Potency, µM (top dose mostly 76.9 µM), without a hit: at the highest dose activity, negative = inhibition, actives largely listed as inhibitors | 330,000 tested, 0.031% active; also: potency is read from the fitted curve at half-maximal effect; % is scaled to controls: 0 for no effect and ±100 for the full control effect; nearly all actives have a fitted effect of over 80% in size
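Eu-cryptate anti-ADP/ADP-d2 competition gives a ratio inversely related to ADP. Enzyme at 25 nM was pre-exposed to compound for 10 min, then given 10 uM ATP for 30 min, 37°C throughout.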
A549 tox – Nrf2 qHTS screen for inhibitors: counterscreen for cytotoxicity; 390,000 tested, 0.16% active; A549 ARE-Fluc cells, CellTiter-Fluor viability, 18-24 h; Potency, µM (doses to about 46 µM), for inactives: at the highest dose activity change, negative = cytotoxicity, usual class: inhibitors; also: potency is read from the fitted curve at half-maximal effect; % is scaled to controls: 0 for no effect and ±100 for the full control effect
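A549 ARE-Fluc cells in 5% FBS OPTI-MEM, 5000 cells/well, rested 2 h then exposed to compounds in concentration-response for 18-24 h at 37 °C. Viability by CellTiter-Fluor fluorescence (Ex 405/Em 525) after 30 min; luciferase luminescence (BugLite, 15 min, RT) read afterwards.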
Akt phos inh – HTS Assay for Inhibitors of Akt Phophorylation: Primary Screen; AID 651550, 2012; Neuro2A IGF-stimulated pAkt S473 HTRF, 20 min; hits give low values; activity change, % for hits at 50 µM; 360,000 tested, 0.32% active; in the data active = activity change below about -80%; inconclusive = mostly about -51% to -80%; also: % is scaled to controls: 0 for no effect and ±100 for the full control effect
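Neuro2A cells in DMEM with 0.5% FBS, overnight at 37 deg C, given compound at single 50 µM final, then IGF (6 nM final) for 20 min at 37 deg C. Lysed; phospho-Akt Ser473 by HTRF after 24 h, 665/615 ratio.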
EPAC2 antag – qHTS for Antagonist of cAMP-regulated guanine nucleotide exchange factor 2 (EPAC2): primary screen | Rap guanine nucleotide exchange factor 4 (Homo sapiens), Q8WZA2 | EPAC2 GEF exchange of Rap1B-BODIPY-GDP, fluorescence | Potency, µM (doses to about 114 µM), inactives show top-dose activity, negative = inhibition, actives largely listed as inhibitors | 360,000 tested, 0.18% active | AID 720708, 2013; also: potency is read from the fitted curve at half-maximal effect; % is scaled to controls: 0 for no effect and ±100 for the full control effect; nearly all actives have a fitted effect of over 45% in size; many of its hits are not listed in these tables
TGFb SMAD3 inh – qHTS for Inhibitors of TGF-b; Potency, µM (doses to about 46.1 µM), for the others: top-dose activity, negative = inhibition, most hits filed as inhibitors; HepG2 CAGA-GFP TGF-b/SMAD3 reporter, GFP fluorescence, 18 h; TGF-beta stimulated, 500 pg/mL final; AID 588855, 2011; 410,000 tested, 1.2% active; also: potency is read from the fitted curve at half-maximal effect; % is scaled to controls: 0 for no effect and ±100 for the full control effect; nearly all actives have a fitted effect of over 65% in size
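HEPG2 CAGA-GFP reporter cells (1000/well, DMEM with 1% FBS) received compounds, then recombinant TGF-beta at 500 pg/mL final for 18 hours at 37 degrees C. Per-cell GFP summed per well was normalised to unstimulated and stimulated DMSO controls before curve fitting.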
* = called active by the depositor; i = inactive; ? = inconclusive; . = no result given; [ ] = another dose, or the depositor's remark. Unless noted, calls follow the shape of the dose curve; as a rule, active = well fitted curve in the direction sought with a large enough effect; inconclusive = small, poorly fitted or top-dose-only effect, or another doubt; inactive = no such curve, though single readings can be large; an effect the other way counts as inactive or inconclusive. These rows are one share of the data. The share of hits here may be higher or lower than overall.

SMILES,Nrf2 activator,Nrf2 block,EPAC2 ag,CCT modulator,MmCpn inh,A549 tox,Akt phos inh,EPAC2 antag,TGFb SMAD3 inh
Fc1cccc(-c2ccc3c(c2)CN(C(=S)NCCc2ccccc2)Cc2cnnn2-3)c1,5.4%,.,18%,-0.3,.,.,i,-6%,11µM*
c1cncc(CNCCc2ccc3c(c2)OCO3)c1,-0.3%,1%,1%,-0.6,-1%,0%,i,2%,-11%
CC1N=C(c2ccccc2Cl)c2cc(Br)ccc2NC1=O (stereo unspecified),-0.2%,-20%,2%,1.0,-1%,2%,i,?,4%
C[C@H]1CNC(=O)c2c(C(=O)Nc3ccc(CNC(=O)OC(C)(C)C)cc3)ncn21,0.1%,.,-5%,0.6,.,.,i,7%,-33%
CC(=O)N(C)C1=Nc2ccc(Cl)cc2C(c2ccccc2)=[N+]([O-])C1,0.2%,1%,0%,-3.7,.,2%,i,2%,13%
COc1cc(CNCCc2c[nH]c3ccccc23)cc(OC)c1OC,0.4%,.,3%,-0.6,.,.,i,-2%,0%
CCN1C(=O)c2ccccc2Sc2ccc(C(=O)N3CCC4(CC3)OCCO4)cc21,1.0%,?,7%,-1.2,0%,-4%,i,-10%,2%
CCN1CCN(c2ccc(N)c(C)c2)CC1,0.1%,-16%,11%,-2.4,0%,-2%,i,-2%,69%[activator]
CN1CCN(Cc2nc3ccccc3n2C)CC1,0.3%,5%,-2%,-3.0,0%,-3%,i,4%,1%
CCOC(=O)CC(SP1(=S)OCC2(CCCCO2)C(C2CCCCO2)O1)C(=O)OCC (stereo unspecified),2.1%,-8%,14%,-0.2,.,2%,i,-13%,-2%
O=c1[nH]c(=S)n(C2CC2)c(O)c1C=NCCN1CCOCC1,-0.6%,2%,0%,-2.8,-1%,-9%,i,13%,13%
CSc1ccccc1C(=O)C1CCCN(Cc2cccc(C)n2)C1 (stereo unspecified),2.5%,?,-2%,-1.8,2%,6%,i,8%,?
C[C@]12CC[C@H](O)CC1=CCC1C2CC[C@]2(C)C(=O)[C@H](Br)CC12 (stereo partly specified),?,12%,-6%,0.6,1%,-1%,i,-4%,?
Cc1ccc2c(c1)CCCN2N=O,0.4%,14%,13%,-0.6,0%,0%,i,7%,18%
c1ccc(-c2ccc(-c3n(-c4ccccn4)c4ccccc4[n+]3-c3ccccn3)cc2)cc1,0.3%,?,9%,-16,-1%,-13%,i,?,18µM*
CN(C)CCN(C(=O)COc1ccc(Cl)cc1)c1nc2cc3c(cc2s1)OCO3,-0.2%,12%,4%,-0.1,1%,6%,i,-1%,-2%
Cc1c(N=Nc2c(O)n(Cc3ccccc3)c(=O)[nH]c2=O)c(=O)n(-c2ccccc2)n1C,-0.1%,5.2µM*,6%,-1.0,-3%,16µM*,i,-21%,-18%
CC(=O)n1cc(C=C2C(=O)NC(=O)NC2=O)c2ccccc21,0.4%,4%,12%,-3.9,2%,2%,i,1%,2%
Cc1ccccc1N1C(=O)CC(=O)N(c2ccccc2C)C1=O,-0.1%,0%,-2%,1.7,0%,-1%,i,28%,-4%
O=C(NC(Oc1ccccc1)C(Cl)(Cl)Cl)c1ccccc1 (stereo unspecified),-0.9%,9%,-3%,-0.5,1%,3%,i,11%,?
CCOC1=C(N2CC2)C(=O)C(OCC)=C(N2CC2)C1=O,0.1%,?,-1%,-3.6,.,-11%,i,1%,-2%
COc1nc(NC(C)C)nc(N(C#N)CN2C(=O)c3ccccc3S2(=O)=O)n1,19%,1%,-1%,-1.2,-1%,1%,i,1%,?
Oc1ccc(CC2(N3CCCC3)CCCCC2)cc1,-0.7%,5%,8%,-4.9,0%,-1%,i,1%,8%
COc1ncccc1C(=O)NCC(CC(=O)O)c1ccccc1 (stereo unspecified),-0.7%,13%,12%,-1.2,0%,.,i,0%,-1%
COc1cccc(CNCCc2ccc3c(c2)OCO3)c1OC,0.1%,1%,1%,-0.5,0%,1%,i,10%,-8%
N#CC(=C(O)c1ccc(S(=O)(=O)N(CCCl)CCCl)cc1)c1nc2ccccc2[nH]1,0.1%,-5%,4%,-0.6,.,4%,i,-16%,0%
CCOc1ccc(S(=O)(=O)N2CCC(C(=O)N3CCOCC3)CC2)cc1C,0.1%,-2%,10%,1.6,2%,-4%,i,8%,?
N#CCCn1cc(C(=O)O)c(-c2cccc([N+](=O)[O-])c2)n1,-1.2%,?,1%,-0.1,2%,-15%,i,9%,-1%
COC(=O)C1=C(c2cc3ccccc3s2)C[C@@H]2CC[C@H]1N2C(=O)NC(C)C,0.3%,-25%,12%,-1.5,.,0%,i,4%,-15%
Clc1ccc2sc(C3CCNCC3)nc2c1,3.5%,?,4%,-1.5,1%,0%,i,-4%,29%

As entered above:
`N#CCCn1cc(C(=O)O)c(-c2cccc([N+](=O)[O-])c2)n1` in EPAC2 antag shows 9%
`CN(C)CCN(C(=O)COc1ccc(Cl)cc1)c1nc2cc3c(cc2s1)OCO3` in CCT modulator shows -0.1

(listing goes on)
SMILES,Nrf2 activator,Nrf2 block,EPAC2 ag,CCT modulator,MmCpn inh,A549 tox,Akt phos inh,EPAC2 antag,TGFb SMAD3 inh
N=C1c2ccccc2CN1NC(=O)c1ccc(F)cc1,0.3%,9%,7%,-5.2,-3%,-8%,i,6%,37%[activator]
COc1cc2c(cc1OC)C13CCN4CC5=CCOC6CC(=O)N2C1C6C5C3C4 (stereo unspecified) (tested in a mixture with another compound),0.2%,6%,4%,-2.5,.,-9%,i,5%,-15%
S=C(N1CCCCCC1)N1CC1,-0.3%,-14%,16%,-1.1,.,-5%,i,-3%,0%
CC(C)NS(=O)(=O)c1ccc(OCC(=O)N2CCN(Cc3ccc4c(c3)OCO4)CC2)c(Cl)c1,2.5%,?,-14%,0.0,1%,-16%,i,-2%,?
Cc1oc(-c2cccc(Cl)c2)nc1CN1CCC(C(=O)NC(C)c2ccccc2)CC1 (stereo unspecified),5.2%,13%,.,.,.,-11%,.,.,?
CN1CCN(c2cc(N3CCCC3)c([N+](=O)[O-])cc2F)CC1,0.4%,-16%,-4%,-0.4,-2%,-11%,i,-2%,-7%
CN1CCN(c2cc(N3CCCCCC3)c(F)cc2[N+](=O)[O-])CC1,6.9%,28%,2%,-2.1,-1%,-11%,i,-11%,26%
CN1CC=C(c2c[nH]c3ccccc23)CC1,0.5%,1.8µM*,4%,0.1,1%,?,i,5%,?
CC(=O)c1ccc(OC(NC(=O)c2ccco2)C(Cl)(Cl)Cl)cc1 (stereo unspecified),0.0%,7%,0%,1.6,-1%,-1%,i,5%,3%
CCCCCCC(=O)N/N=C/c1c(O)n(C2CC2)c(=S)[nH]c1=O,-0.1%,3%,-9%,-0.8,-2%,1%,i,6%,7%
Cc1ccccc1-n1nc(C)c2c1NC(=O)CSC2c1ccc(N(C)C)cc1 (stereo unspecified),3.8%,?,.,.,.,3%,.,.,?
O=C(NNC(=O)C12CC3CC(CC(C3)C1)C2)c1ccccc1F,-0.5%,?,4%,-45*,0%,0%,i,6%,-2%
CN(C)c1ccc(NC(=O)c2sc3nc4c(cc3c2N)N2CCC4CC2)cc1,-0.9%,15%,.,.,.,8%,.,.,6%
COc1cc(/C=C/c2nc3ccccc3c(=O)n2-c2cccc(O)c2)ccc1O,8.4%,?,-1%,-2.4,0%,-21%,i,-2%,36%[activator]
CCN(CC)CCO,-0.7%,-13%,5%,0.7,0%,-3%,i,-6%,5%
O=C(CN1CCOCC1)Nc1ccc(Br)cc1C(=O)c1ccccc1,0.3%,3%,12%,-2.2,0%,2%,i,-15%,3%
c1ccc(CN2CCN(Cc3ccc4c(c3)OCCO4)CC2)cc1,-0.4%,11%,11%,-0.8,0%,12%,i,-1%,-3%
COc1ccc(-c2nc3ccccc3c(=O)n2-c2nccs2)cc1,5.5%,25%,6%,-15,1%,-15%,.,-1%,-5%
COc1ccc(NP2(=O)NCCCN2)cc1,-0.8%,8%,9%,-2.6,.,1%,i,5%,12%

A second format for 2 compounds above:
O=C(NNC(=O)C12CC3CC(CC(C3)C1)C2)c1ccccc1F
  Nrf2 activator: -0.5%
  Nrf2 block: ?
  EPAC2 ag: 4%
  CCT modulator: -45*
  MmCpn inh: 0%
  A549 tox: 0%
  Akt phos inh: i
  EPAC2 antag: 6%
  TGFb SMAD3 inh: -2%
CN(C)c1ccc(NC(=O)c2sc3nc4c(cc3c2N)N2CCC4CC2)cc1
  Nrf2 activator: -0.9%
  Nrf2 block: 15%
  EPAC2 ag: .
  CCT modulator: .
  MmCpn inh: .
  A549 tox: 8%
  Akt phos inh: .
  EPAC2 antag: .
  TGFb SMAD3 inh: 6%

Entries listed so far that contain a COOH group, in the order listed:
SMILES,Nrf2 activator,Nrf2 block,EPAC2 ag,CCT modulator,MmCpn inh,A549 tox,Akt phos inh,EPAC2 antag,TGFb SMAD3 inh
COc1ncccc1C(=O)NCC(CC(=O)O)c1ccccc1 (stereo unspecified),-0.7%,13%,12%,-1.2,0%,.,i,0%,-1%
N#CCCn1cc(C(=O)O)c(-c2cccc([N+](=O)[O-])c2)n1,-1.2%,?,1%,-0.1,2%,-15%,i,9%,-1%
